Bioassay records deposited in PubChem by National Center for Advancing Translational Sciences (NCATS).
ELG1 DNA repair – ELG1-dependent DNA repair inhibition. Potency, µM (titrated, usually from 46.1 µM), without a hit: at the highest dose activity change, negative = inhibition, actives largely listed as inhibitors. AID 504467. HEK293T ELG1-luciferase reporter, luminescence, 16 h; DNA damage induced by 5-fluorouridine. hit rate 2.3% among 330,000; also: potency is read from the fitted curve at half-maximal effect; % is scaled to controls: 0 for no effect and ±100 for the full control effect; nearly all actives have a fitted effect of over 55% in size
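Cells (2,000 per well) received 5-fluorouridine plus test compound or DMSO and were incubated 16 hr at 37 °C, 5% CO2. Luciferase activity was read by luminescence 30 min after ONE-Glo addition; signal suppression marked inhibition of damage-induced ELG1 function.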
CXXC DNA block – blocks binding of human MLL CXXC domain to DNA | Q03164 | Potency, µM (series often up to 115 µM), for the others: top-dose activity change, negative = inhibition, most hits filed as inhibitors | AID 2662 | MLL-CXXC / FITC-HOXA9 DNA fluorescence polarization | hit rate 0.037% among 290,000; active = well fitted inhibition curve with a large enough effect in the polarisation, with a control signal flat, not every such curve was filed as active; inconclusive = small, poorly fitted or top-dose-only effect, or effect the other way, or a change in a side signal; inactive = no such curve, though single readings can be large or run the other way; the % refers to the polarisation; also: potency is read from the fitted curve at half-maximal effect
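Steps: dispense CXXC domain solution (7 uM) → pin compounds or unlabeled HOX-A9 DNA control → 5 min ambient → add FLSN-HOX-A9 solution (50 nM) → spin → 30 min ambient → fluorescence polarization. Tris pH 7.5/NaCl/DTT/BSA buffer.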
BRCA1 expr act – BRCA1 expression activation | MCF7-BRCA1-FFLuc reporter, luminescence, 48 h; response scale: scaled: vehicle 0%, 10 µM genistein 100% | Potency, µM (doses to about 46.1 µM), for the others: at the top dose activation, hits mostly activators | hit rate 1.1% among 380,000; also: potency is read from the fitted curve at half-maximal effect; nearly all actives have a fitted effect of over 80% in size; some results filed as inactive show a strong effect at the top dose
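Using MCF7 cells harboring a BRCA1 firefly luciferase reporter, plated 2 h before compound pinning, the screen measured luminescence after 48 h incubation. Responses were normalized to DMSO and 10 microM genistein, then fitted for concentration-effect.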
A-T KAP1 phos – candidate therapy for ataxia-telangiectasia. Potency, µM (highest dose often 57.5 µM), for the others: at the top dose activation, usual class: activators. AID 485349. hit rate 0.19% among 320,000. […] A-T fibroblasts, KAP-1 phosphorylation AlphaLISA; neocarzinostatin DNA damage 30 min before lysis; also: potency is read from the fitted curve at half-maximal effect; % of control where 0% means no effect; nearly all actives have a fitted effect of over 45% in size
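hTERT-immortalized A-T patient fibroblasts ([…]), 500 cells/well in OPTI-MEM, 1% FBS, got compounds for 60 min, then NCS for 30 min at 37C. Lysates were then assayed for phospho-KAP-1 by AlphaLISA (anti-pKAP1 donor, anti-KAP1 acceptor beads), 6 hr at 25C.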
TSG101-PTAP inh – blocks PTAP/TSG101 interaction to inhibit HIV-1 budding. Fluorescence polarization, FITC-PTAP peptide / Tsg101 binding. Potency, µM (doses to about 115 µM), for the others: at the top dose activity change, negative = inhibition, most hits filed as inhibitors. 340,000 tested, under 10 active. AID 493005; active = well fitted inhibition curve with a large enough effect in the main read-out, with a control signal flat, not every such curve was filed as active; inconclusive = small, poorly fitted or top-dose-only effect, or effect the other way, or a change in a side signal; inactive = no such curve, though single readings can be large or run the other way; also: potency is read from the fitted curve at half-maximal effect; % of control where 0% means no effect
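Fluorescence anisotropy tracks displacement of a FITC-tagged PTAP peptide (50 nM) from the Tsg101 binding domain (10 uM), following a 20 min room-temperature incubation at pH 7.5.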
p53 reactivation – re-activators of mutant p53. hit rate 0.063% among 320,000. Potency, µM (doses to about 92.2 µM), for inactives: at the top dose activity change, positive = activation, actives largely listed as activators. H1299 p53-A138V BP100-luciferase reporter, luminescence, 24 h; also: potency is read from the fitted curve at half-maximal effect; % of control where 0% means no effect; nearly all actives have a fitted effect of over 45% in size
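H1299 (p53-null), stable ts p53-A138V + BP100-Luc; 1000 cells/well, Opti-MEM/10% FBS; cpd 4 pt, 1:5; 24 h, 37 deg C, 5% CO2; detection reagent 10 min RT; luminescence.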
a7 integrin act – integrin-mediated muscular dystrophy alleviation activation; AID 624291; alpha7betagal myoblasts, beta-gal FDG fluorescence, 48 h; Potency, µM (titrated, usually from 38.3 µM), for inactives: top-dose activation, most hits filed as activators; hit rate 0.064% among 350,000;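 also: potency is read from the fitted curve at half-maximal effect; 100% = response of the positive control SU9516; nearly all actives have a fitted effect of over 60% in size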
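Alpha7betagal+/- myoblasts (passage 13) were plated 16-24 hr, then exposed to compounds (1:260 dilution of DMSO stock) for 48 hours at 37C. After MPER lysis, β-galactosidase reporter activity was read as FDG fluorescence (ex 480/em 540) after 30 minutes.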
TCR act – activators of T cell receptors; 330,000 tested, under 10 active; primary human leukocytes, anti-CD3, IL-2 HTRF, 48 h; AID 504894; Potency, µM (doses to about 9.22 µM), for inactives: top-dose activation of IL-2 secretion, hits mostly activators; also: % of control where 0% means no effect
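TCR engagement came from a-CD3 beads alone, with compounds added to primary human leukocytes for 48 hr. Secreted IL-2 bridged europium cryptate- and d2-labelled anti-IL-2 antibodies, giving FRET emission at 665nm after 320nm excitation.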
TRPV1 agonist – activates the human vanilloid receptor TRPV1; Q8NER1; TRPV1-expressing cells, Fluo-8 calcium influx, agonist mode; activation, % at 8.33 µM; hit rate 0.19% among 320,000; AID 540275; in the data active = activation above about 80%; inconclusive = between about 30% and that limit; also: 0% is about no effect
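TRPV1-expressing cells were cultured overnight at 35.5C and loaded with Fluo-8 calcium dye for 40 to 90 min at room temperature. After a 10 s baseline, compound was added and calcium influx was read kinetically for 3 min (ex 480/em 520 nm).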
B2AR arrestin – agonists driving beta-arrestin recruitment to human beta2-adrenergic receptor | AID 492947 | hit rate 0.02% among 330,000 | Potency, µM (highest dose often 46.1 µM), for the others: at the top dose activation, usual class: activators | beta-arrestin recruitment to beta2AR, cell-based reporter | P07550;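 also: potency is read from the fitted curve at half-maximal effect; 0% = DMSO controls and full agonism = EC100 isoproterenol or metaproterenol; nearly all actives have a fitted effect of over 65% in size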
An asterisk follows results filed as active; ? = inconclusive; . = not tested or not shown; [ ] = remark or other dose. Unless noted, calls follow the shape of the dose curve; as a rule, active = well fitted curve in the direction sought with a large enough effect; inconclusive = small, poorly fitted or top-dose-only effect, or another doubt; inactive = no such curve, though single readings can be large; an effect the other way counts as inactive or inconclusive.

SMILES	ELG1 DNA repair	CXXC DNA block	BRCA1 expr act	A-T KAP1 phos	TSG101-PTAP inh	p53 reactivation	a7 integrin act	TCR act	TRPV1 agonist	B2AR arrestin
Cc1nc(C(=O)Nc2ccc(Cl)cc2Cl)nn1-c1cc(OC(C)C)c(Cl)cc1Cl	5%	-2%	5%	-4%	-6%	1%	20%	-3%	.	-0.2%
O=C(OCn1ncc(Br)c(Br)c1=O)c1ccc(F)cc1	?	-20%	-92%	-1%	-15%	-19%	-53%[inhibitor]	3%	-2	-0.1%
COc1ccc(C2CC(=O)c3sc(N)nc3C2)cc1 (stereo unspecified)	3%	-4%	0%	5%	-3%	12%	-4%	5%	-1	0.1%
Cc1[nH][nH]c(=O)c1C(c1c(C)[nH][nH]c1=O)c1cn(Cc2cccc3ccccc23)c2ccccc12	-16%	-2%	-36%	-6%	-2%	-6%	-10%	-4%	-2	-0.1%
O=C(CSCc1cc(=O)[nH][nH]1)Nc1ccc(F)cc1	9%	-9%	-18%	-1%	0%	-4%	-10%	2%	-2	2.2%
Cc1cc(C)c2nc(NNC(=O)c3ccc(S(=O)(=O)N4CCc5ccccc5C4)cc3)sc2c1	20%	-3%	-72%	-13%	3%	?	-45%	1%	-3	-0.3%
O=C(NCc1ccc(F)cc1)c1ccc(CNc2c(N3CCOCC3)c(=O)c2=O)cc1	-5%	6%	-8%	-3%	-3%	-5%	-1%	11%	-1	-0.6%
CCN(CC(=O)Nc1ccc(NC(C)=O)cc1)C(=O)COc1ccc(C(=O)c2ccccc2)cc1	?	2%	-17%	-1%	-2%	-10%	8%	4%[46.1 µM]	-2	2.9%
CSc1ccc(/C=C(\C(=O)O)c2ccc(S(=O)(=O)N3CCCC3)s2)cc1	?	.	7%	11%	-2%	8%	0%	-4%	-5	-0.1%
CCN(c1ccccc1)S(=O)(=O)c1ccc(C(=O)N2CCOCC2)cc1	17%	.	4%	3%	-1%	-2%	10%	-9%	.	-0.2%
Cc1ccc(SCC(=O)c2ccc(CC(=O)O)s2)cc1	0%	-15%	47%	-6%	-3%	5%	17%	3%	-1	0.1%
c1cnc(NCCNc2ncccn2)nc1	-1%	-1%	11%	0%	-6%	0%	18%	8%	-5	0.3%
O=C(CS(=O)(=O)c1cn(CC(=O)N2CCOCC2)c2ccccc12)Nc1ccccc1F	3%	-17%	-11%	-24%	1%	-1%	10%	-2%	0	-0.4%
CN(C)CCCN(C(=O)CCc1ccccc1)c1nc2c(F)cccc2s1	2%	6%	-32%	.	-6%	-2%	-41%	1%[46.1 µM]	-6	-2.3%
CS(=O)(=O)c1ccc(-c2cccc(NC(=O)c3ccco3)c2)nn1	?	.	-37%	-9%	0%	3%	-28%	-8%	2	-0.6%
O=C(COC(=O)c1cc(-c2ccccc2)nc2ccccc12)Nc1ccc2c(c1)OCO2	-4%	4%	27%	5%	-2%	-1%	-31%	0%[46.1 µM]	12	-0.6%
COc1cc2nc(N(CCCN(C)C)C(=O)c3ccc(S(=O)(=O)N4CCc5ccccc5C4)cc3)sc2cc1OC	0%	.	-28%	14%	-2%	6%	-46%[inhibitor]	3%	1	0.3%
COc1ccc(NC(=O)[C@H](NC(=O)[C@@H]2Cc3ccccc3CN2)c2ccccc2)cc1	15%	7%	8%	-9%	0%	16%	29%	6%	1	0.3%
CCC(C(=O)N1CCN(c2cccc(Cl)c2)CC1)c1ccccc1 (stereo unspecified)	-6%	-4%	-59%	5%	0%	-14%	-55%[inhibitor]	3%	14	-0.4%
Cc1ccnc(NC(=O)c2cccc(NC(=O)Cc3ccccc3)c2)c1	4%	-5%	50%	1%	0%	0%	-4%	4%	10	-0.9%
O=C(NCCc1nc2ccccc2[nH]1)/C(=C/c1ccc(F)cc1)NC(=O)c1ccco1	0%	-5%	-9%	-8%	-1%	-1%	-18%	7%	-1	-0.1%
Cc1cc(C(=O)CSc2nnc(-c3ccco3)o2)c(C)n1CC1COc2ccccc2O1 (stereo unspecified)	?	-8%	-31%	15%	-2%	0%	-43%	-4%	-2	-0.2%
O=C(CNC(=O)c1ccccc1)OCN1C(=O)c2ccccc2C1=O	.	.	-1%	.	-2%	.	15%	-5%	.	.
CC(=O)Nc1nc2c(ccc3ccccc32)s1	?	11%	1%	-1%	-3%	.	-16%	1%	-4	0.4%
O=C(Nc1ccc2c(c1)CCC2)c1cc2ccccc2o1	?	16%	?	2%	0%	?	5%	-11%	?	0.4%
CC(C)Cc1nc2oc3c(Cl)ncnc3c2c2c1CCCC2	6%	22%	-21%	18%	-1%	-8%	7%	2%	10	0.5%
O=C1CC(NS(=O)(=O)c2cc(F)ccc2F)CN1c1cccc(F)c1 (stereo unspecified)	20%	.	-2%	6%	-5%	5%	13%	-4%	3	-0.1%
COc1ccccc1/C=C/C=N/NC(=O)CN1CCN(Cc2ccccc2)CC1	14%	-3%	-20%	-9%	-1%	-1%	-9%	10%	0	0.0%
Cc1cccc(NC(=O)CSc2ccc(-c3cccs3)nn2)c1C	?	15%	69%	-2%	0%	?	-15%	-17%[46.1 µM]	18	0.0%
COc1cc(C2=NOC(C(=O)NC3CCCCC3)C2)cc(OC)c1OC (stereo unspecified)	-3%	9%	-7%	1%	-11%	-7%	0%[7.66 µM]	3%	3	-0.4%
COc1ccccc1CNC(=O)Cn1ccsc1=N	7%	8%	3%	4%	0%	24%	-18%	10%	-4	3.7%
O=C(COC(=O)c1cc(S(=O)(=O)N2CCOCC2)ccc1O)Nc1cc(S(=O)(=O)N2CCCC2)ccc1Cl	-7%	0%	0%	-6%	-3%	-4%	20%	10%	-4	3.2%
O=C(CC(c1ccccc1)c1ccccc1)OCn1nnc2ccccc2c1=O	3%	-3%	-35%	8%	-2%	-3%	-15%	4%	19	-0.1%
Cc1cc(C)cc(N(CC(=O)N2CCC(C)CC2)S(=O)(=O)c2ccccc2)c1	.	-13%	-23%	.	-2%	.	-8%	1%	?	.
N#Cc1cc(N2CCCCC2)c([N+](=O)[O-])cc1C#N	16%	-8%	0%	-12%	2%	-12%	?	2%[46.1 µM]	-3	-1.0%
COc1ccccc1-c1ccc(SCC(=O)NCc2ccc3c(c2)OCO3)nn1	?	4%	4%	2%	-4%	-7%	-24%	-1%	-13	-0.3%
CN(C(=O)CC1C(=O)NCCN1C/C=C/c1ccccc1)C1CCOCC1 (stereo unspecified)	7%	8%	-4%	0%	-1%	1%	4%	.	3	0.0%
COc1ccccc1N1CCN(C2CCCCC2NS(=O)(=O)c2ccc(Cl)cc2)CC1 (stereo unspecified)	?	-12%	-12%	3%	-12%	-2%	14%	0%	19	0.3%
Cc1cccc(C(=O)OCC(=O)NCc2ccc3c(c2)OCO3)c1C	-12%	.	2%	-5%	-4%	-2%	-14%	.	.	-0.2%
COc1ccc(OC(=O)/C=C/c2ccc([N+](=O)[O-])cc2)cc1	-2%	4%	-4%	0%	-5%	-1%	4%	-1%	-3	0.5%
O=C(OCC1OC2C(Oc3nc(=O)ccn32)C1O)c1ccccc1 (stereo unspecified)	14%	3%	-1%	-1%	-7%	-19%	26%	-3%	-2	-0.2%
COc1ccccc1/C=N/NC(=O)C(C)Cn1cnc2ccccc21 (stereo unspecified)	?	6%	-50%	2%	-5%	0%	9%	3%[46.1 µM]	1	-0.9%
CCOC(=O)c1n[nH]n(-c2cc(Cl)cc(Cl)c2)c1=O	?	13%	-6%	0%	-3%	-1%	31%	-9%	0	-0.2%
O=C(NCc1ccncc1)C(=O)NCC(c1ccco1)N1CCN(c2ccccc2F)CC1 (stereo unspecified)	?	-5%	-13%	-7%	-2%	-6%	-11%	2%	13	-0.7%
CCOC(=O)c1cnc(-c2ccccc2)nc1N1CCOCC1	?	-1%	-44%	1%	1%	-3%	9%	-4%	24	-0.1%
O=C(Nc1ccc(C(=O)N2CCCC2)cc1)Nc1ccc(Cl)cc1Cl	18%	-3%	3%	-5%	0%	-8%	-8%	3%[46.1 µM]	0	-0.4%
CCN1C(=O)C2(/C(=C(\O)c3ccc4c(c3)OCCO4)C(=O)C(=O)N2CCCOC)c2ccccc21 (stereo unspecified)	1%	-2%	1%	0%	1%	11%	3%	4%	1	0.1%
CC1CCc2sc3nc(NCc4ccco4)n4ncnc4c3c2C1 (stereo unspecified)	?	-3%	12%	10%	-1%	?	-41%	1%	4	-0.8%
Cc1ccc(C(=O)NCCCN2CCOCC2)cc1S(=O)(=O)N1CCOCC1	3%	.	6%	4%	-6%	1%	7%	3%	-2	-0.1%
